Screens as filed in PubChem BioAssay.
Luc counter: blocks Kinase-Glo luciferase, a counter-screen artifact; hit rate 0.28% among 200,000; AID 1379; Kinase-Glo luciferase, ATP luminescence, 8 min; Q27757; Potency, µM (highest dose often 38.3 µM), inactives show at the top dose activity change, negative = inhibition, most hits filed as inhibitors; note: potency is the fitted concentration of half-maximal effect; % is set by controls: 0 for no effect and ±100 for the full control effect; nearly all actives have a fitted effect of over 60% in size
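Inhibition of Kinase-Glo luciferase light generation was assessed at 10 uM ATP in pH 7.2 imidazole buffer, with luminescence measured after eight minutes at ambient temperature.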
SMN2 splice enh: enhancers of SMN2 splice variant expression; HEK293 SMN2-luciferase splicing reporter, luminescence, 30-36 h; Potency, µM (titrated, usually from 46.1 µM), inactives show top-dose activity change, positive = activation, usual class: activators; hit rate 2.8% among 210,000; AID 1458; note: potency is the fitted concentration of half-maximal effect; % of control where 0% means no effect; nearly all actives have a fitted effect of over 55% in size
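HEK293 cells carry an SMN2 […]–luciferase reporter in which exon 7 inclusion puts luciferase in frame. Cells were plated 10-12 h before compound addition, then incubated 30-36 h at 37C. ONE-Glo luminescence was read; sodium butyrate at 4.5 mM final served as control.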
LMNA splice mod: LMNA splicing modulation; Potency, µM (top dose mostly 46.1 µM), for inactives: top-dose ratio change, negative = inhibition, usual class: inhibitors; AID 1487; hit rate 0.01% among 200,000; HeLa LMNA splicing GFP/RFP minigene ratio, 48 h; active = well fitted inhibition curve with a large enough effect in the signal ratio, with a control signal flat, not every such curve was filed as active; inconclusive = small, poorly fitted or top-dose-only effect, or effect the other way, or a change in a side signal; the % refers to the signal ratio; note: potency is the fitted concentration of half-maximal effect; % is set by controls: 0 for no effect and ±100 for the full control effect
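Read-out is the ratio of GFP to DsRed2 object intensity, acquired by 488 nm laser-scanning cytometry on HeLa lamin A-EGFP minigene reporter cells. Compound incubation 48 hrs at 37 °C in Opti-MEM with 2% FBS; DMSO 0.5% final.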
CBFb RUNX1 block: inhibitors of human CBF-beta and RUNX1 interaction. AlphaScreen CBFb-His/RUNX1-biotin binding, biochemical. AID 1477. 230,000 tested, under 10 active. Potency, µM (top dose mostly 59.8 µM), for inactives: at the highest dose activity, negative = inhibition, most hits filed as inhibitors; note: % of control where 0% means no effect
Target sequence (Q01196 whole entry, looked up): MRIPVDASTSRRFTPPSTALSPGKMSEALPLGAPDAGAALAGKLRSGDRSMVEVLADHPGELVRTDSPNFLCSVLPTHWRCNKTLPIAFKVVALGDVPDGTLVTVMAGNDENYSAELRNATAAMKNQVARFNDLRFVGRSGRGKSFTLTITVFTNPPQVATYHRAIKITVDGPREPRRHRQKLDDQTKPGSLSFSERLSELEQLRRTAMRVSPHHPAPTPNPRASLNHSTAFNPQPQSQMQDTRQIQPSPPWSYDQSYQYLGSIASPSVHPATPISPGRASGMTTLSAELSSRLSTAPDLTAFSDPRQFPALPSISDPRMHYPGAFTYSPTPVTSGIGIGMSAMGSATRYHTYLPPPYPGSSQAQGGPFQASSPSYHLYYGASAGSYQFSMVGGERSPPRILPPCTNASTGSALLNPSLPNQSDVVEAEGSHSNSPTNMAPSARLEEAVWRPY
Target sequence (Q13951 whole entry, looked up): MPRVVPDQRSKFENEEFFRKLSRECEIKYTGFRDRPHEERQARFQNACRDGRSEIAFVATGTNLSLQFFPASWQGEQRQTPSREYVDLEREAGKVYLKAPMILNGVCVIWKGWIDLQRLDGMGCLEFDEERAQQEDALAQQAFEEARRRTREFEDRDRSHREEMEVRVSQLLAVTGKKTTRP
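Room-temperature protein-protein interaction test with 30 nM each of His-tagged CBF-beta and biotinylated RUNX1, 15 min with compound, then 90 min with nickel plus streptavidin beads. Signal read in AlphaScreen mode.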
IMPase Li cell: IMPase inhibition in cells with lithium potentiation; CHO-M1 cells, IP1 TR-FRET (IP-One), carbachol + lithium; Potency, µM (doses to about 59.4 µM), for inactives: at the top dose activity, negative = IMPase inhibition, usual class: inhibitors; hit rate 0.35% among 210,000;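 note: IP1 builds up when IMPase is blocked and the TR-FRET signal falls; potency is the fitted concentration of half-maximal effect; plate controls were basal vehicle for no effect and high inhibitor control for full effect; nearly all actives have a fitted effect of over 50% in size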
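CHO cells stably expressing M1 receptor (2000/well) were cultured 16–30 h, then exposed to compounds with a small lithium addition for 30 min at 37C. IP1 was measured by TR-FRET competition; AC50 from Hill fits.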
HTT cytoprotect: protects HTT-Q103 PC12 cells, measured by ATP | Potency, µM (top dose mostly 56.4 µM), for inactives: cytoprotection (ATP increase), most hits filed as activators | PC12 HTT-Q103 induced, cytoprotection, ATP luminescence, 40 h | AID 1471 | hit rate 0.14% among 230,000;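 note: potency is the fitted concentration of half-maximal effect; % of control where 0% means no effect; nearly all actives have a fitted effect of over 45% in size; toxic huntingtin expression switched on by the ecdysone agonist tebufenozide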
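Readout: ATPlite luminescence (ATP level). Model: stable PC12, inducible Htt exon1 Q103-GFP. Inducer: tebufenozide, 100 nM final. Compounds: dose series. No G418 in medium.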
HTT aggregate: mutant huntingtin aggregation inhibition | PC12 HttQ103-GFP aggregates, Acumen cytometry, 40 h | Potency, µM (highest dose often 46.1 µM), without a hit: at the top dose activity change, negative = inhibition, hits mostly inhibitors | hit rate 1.1% among 220,000; note: potency is the fitted concentration of half-maximal effect; % is set by controls: 0 for no effect and ±100 for the full control effect; nearly all actives have a fitted effect of over 60% in size
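Inducible Q103 Huntingtin exon 1–GFP PC12 line, 1500 cells/well in phenol red free DMEM with 5% equine and 5% calf serum. Tebufenozide 100 nM induced expression; compounds titrated; aggregates quantified by cytometry.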
Starred values were filed as active, the others as inactive; & = joins results of further samples; ! = repeats disagree; [ ] = another dose, or the depositor's remark. Unless noted, calls come from the whole dose curve; as a rule, active = well fitted curve in the direction sought with a large enough effect; inconclusive = small, poorly fitted or top-dose-only effect, or another doubt; inactive = no such curve, though single readings can be large; an effect the other way counts as inactive or inconclusive. Compounds were not picked by outcome; about 4% have a hit in one of these screens.

`CCC1CCCCN1C(=O)CCc1nnc(Cc2c[nH]c3ccccc23)o1` (centres undefined) gave Luc counter 0%, LMNA splice mod 27%[46 µM], CBFb RUNX1 block 1%, IMPase Li cell -5%, HTT cytoprotect -15%[10 µM] and HTT aggregate -38%[9.22 µM].
Screening Cc1ccc(OCC(=O)c2c[nH]c3ccccc23)c([N+](=O)[O-])n1 returned Luc counter -3%, SMN2 splice enh 18%, LMNA splice mod inconclusive, CBFb RUNX1 block 9%, IMPase Li cell -2%, HTT cytoprotect 15%[10 µM] and HTT aggregate 14%.
For CCn1c(CSc2nnc(-c3ccncc3)n2CCOC)nc2cc(C(=O)O)ccc21 the results were Luc counter 4%, SMN2 splice enh 7%, LMNA splice mod -8%[46 µM], CBFb RUNX1 block 9%, IMPase Li cell -2%, HTT cytoprotect -15% and HTT aggregate 12%.
`COc1cc(/C=N/NC(=O)CCc2n[nH]c(=O)[nH]c2=O)ccc1O` gave Luc counter 0%, SMN2 splice enh 16%, LMNA splice mod -8%, CBFb RUNX1 block 2%, IMPase Li cell 4%, HTT cytoprotect 12%[10 µM] and HTT aggregate -5%.
`C/C(=N\NC(=O)CN(c1ccc(Oc2ccccc2)cc1)S(C)(=O)=O)C(C)(C)C` gave Luc counter -1%, SMN2 splice enh -14%, LMNA splice mod 8%[46 µM], CBFb RUNX1 block -5%, IMPase Li cell 2%, HTT cytoprotect -12% and HTT aggregate -5%.
For COc1cc(OC)cc(-c2nc(=S)n3ccsc3n2)c1 the results were Luc counter -2%, SMN2 splice enh 3%, CBFb RUNX1 block -3%, IMPase Li cell -3%, HTT cytoprotect -36%[inhibitor] and HTT aggregate 20%.
Screening O=C(NN1CCOCC1)NC12CC3CC(CC(C3)C1)C2 returned CBFb RUNX1 block -1%, HTT cytoprotect 19%[10 µM] and HTT aggregate 3%[9.22 µM].
Screening COc1ccc(N2CCN(C(CNC(=O)C(=O)NCCCn3ccnc3)c3cccnc3)CC2)cc1 (centres undefined) returned Luc counter 1%, SMN2 splice enh -41%[inhibitor], LMNA splice mod 1%[9.22 µM], CBFb RUNX1 block inconclusive, IMPase Li cell 0%, HTT cytoprotect 0% and HTT aggregate -1%.
`Cc1cccc(C)c1NC(=O)COC(=O)CSc1nnc(N)s1` gave Luc counter 2%, SMN2 splice enh -3%, LMNA splice mod -4%, CBFb RUNX1 block -1%, IMPase Li cell -1%, HTT cytoprotect 9%[10 µM] and HTT aggregate 9%.
For Cc1ccc(N2C(=N)SCC2=O)cc1Cl the results were Luc counter 1%, SMN2 splice enh -56%[inhibitor], LMNA splice mod 3%, CBFb RUNX1 block -2%, IMPase Li cell -4%, HTT cytoprotect 10%[10 µM] and HTT aggregate 15%.
For CSc1ccccc1NC(=O)CCc1ccccc1 the results were Luc counter -1%, SMN2 splice enh 5%, LMNA splice mod 15%[46 µM], CBFb RUNX1 block -4%, IMPase Li cell 6%, HTT cytoprotect 1% and HTT aggregate 20%.
COc1ccc(-c2csc(C)n2)cc1Br was read as Luc counter -6%, SMN2 splice enh 17%, LMNA splice mod -10%[46 µM], CBFb RUNX1 block 12%, IMPase Li cell 5% and HTT aggregate -12%.
`O=C(NC1CCCC1)c1cccnc1N1CCCCCC1` gave Luc counter -9%, SMN2 splice enh -5%, LMNA splice mod -1%, CBFb RUNX1 block 3%, IMPase Li cell 11%[38.3 µM], HTT cytoprotect 25% and HTT aggregate 24%.
For CC(=O)C1=C(C)NC(=O)NC1c1ccc(Cl)cc1 (centres undefined) the results were Luc counter 1%, SMN2 splice enh 3%, CBFb RUNX1 block 22%, IMPase Li cell -2% and HTT aggregate 25%.
O=c1oc2ccccc2c(O)c1CN1CCCCC1 was read as Luc counter 1%, SMN2 splice enh 3%, LMNA splice mod inconclusive, CBFb RUNX1 block 6%, IMPase Li cell 6%[38.3 µM], HTT cytoprotect 8%[10 µM] and HTT aggregate -27%.
`N#C/C(=C\c1cn(-c2ccccc2)nc1-c1ccccc1)S(=O)(=O)c1ccccc1` gave Luc counter -1%, SMN2 splice enh 22%, LMNA splice mod -10%, CBFb RUNX1 block -11%, IMPase Li cell -6%, HTT cytoprotect -45%[inhibitor][10 µM] and HTT aggregate -10%.
Screening COCCn1c(=S)[nH]c2ccccc21 returned Luc counter 0%, SMN2 splice enh 19%, CBFb RUNX1 block 2%, IMPase Li cell -5%, HTT cytoprotect -19% and HTT aggregate 14%.
`Cc1ccccc1CSc1nnc(C)c(=O)[nH]1` gave Luc counter 2%, SMN2 splice enh 13%, LMNA splice mod -1%, CBFb RUNX1 block 10%, IMPase Li cell 26%[38.3 µM], HTT cytoprotect -16% and HTT aggregate -6%.
For CSc1nsc(SCC(=O)N2CCN(c3ccccc3)CC2)n1 the results were Luc counter 5%, SMN2 splice enh 5%, LMNA splice mod inconclusive, CBFb RUNX1 block -2%, IMPase Li cell 15%[38.3 µM], HTT cytoprotect -17%[0.074 µM] and HTT aggregate 0%.
Screening CCOC(=O)C1=C(O)/C(=C/c2ccc(-c3ccccc3C(=O)O)o2)SC1=Nc1ccc(C)cc1 returned Luc counter -2%, SMN2 splice enh -14%, LMNA splice mod 24%, CBFb RUNX1 block -3%, IMPase Li cell 17%[38.3 µM], HTT cytoprotect -45%[inhibitor] and HTT aggregate inconclusive.
For Cc1ccc(NC(=O)Cc2nnc(SCC(=O)c3ccc(Br)cc3)n2C)cc1 the results were Luc counter 2%, SMN2 splice enh -25%, LMNA splice mod 4%, CBFb RUNX1 block -1%, IMPase Li cell 19%[38.3 µM], HTT cytoprotect 0% and HTT aggregate 5%[9.22 µM].
`CCCCCCCCCCCCCCCCn1cc[n+](C)c1` gave Luc counter 0%, SMN2 splice enh -94%[inhibitor], CBFb RUNX1 block 9%&10%, IMPase Li cell 29%, HTT cytoprotect -41%[10 µM] and HTT aggregate 13µM*!.
`c1ccc2c(N3CCCCC3)nc(N3CCCC3)nc2c1` gave Luc counter 2%, SMN2 splice enh -20%, LMNA splice mod -11%, CBFb RUNX1 block 0%, IMPase Li cell 21%[38.3 µM], HTT cytoprotect 11%[10 µM] and HTT aggregate -27%.
Cc1cc(C(=O)N2CCC(C(F)(F)F)n3nccc32)on1 (centres undefined) was read as Luc counter -2%, SMN2 splice enh 14%, LMNA splice mod 11%, CBFb RUNX1 block 10%, IMPase Li cell -4%[38.3 µM], HTT cytoprotect -7%[0.074 µM] and HTT aggregate -9%.
Cc1cc(/C=C2\SC(=S)N(Cc3ccco3)C2=O)c(C)n1-c1cccnc1 was read as Luc counter -1%, SMN2 splice enh 5%, LMNA splice mod 25%, CBFb RUNX1 block -6%, IMPase Li cell 5%[38.3 µM], HTT cytoprotect -16% and HTT aggregate inconclusive.
For Clc1ccccc1-c1nc(NCc2cccs2)c2ccccc2n1 the results were LMNA splice mod inconclusive, IMPase Li cell 11% and HTT cytoprotect -126%[inhibitor].
Screening COc1c2c(nc3ccccc13)OC(C(C)(O)COC(C)=O)C2 (centres undefined) returned Luc counter -2%, SMN2 splice enh 16%, LMNA splice mod 3%, CBFb RUNX1 block -3%, IMPase Li cell 21%[38.3 µM], HTT cytoprotect -5% and HTT aggregate 10%.
For COc1cc(/C=C(\C#N)C(=O)Nc2ccc3c(c2)OCCO3)ccc1O the results were CBFb RUNX1 block 3%, HTT cytoprotect -25%[10 µM] and HTT aggregate -8%[9.22 µM].
For Cc1ccc(C(=O)Nc2nc3ccccc3n2CCN2CCCC2)cc1 the results were LMNA splice mod -4%, CBFb RUNX1 block -3%, HTT cytoprotect -26% and HTT aggregate -19%.
Screening O=C(CC12CC3CC(CC(Br)(C3)C1)C2)OCCN1CCCCC1 returned Luc counter 7%, SMN2 splice enh 16%, LMNA splice mod -8%[46 µM], CBFb RUNX1 block 14%, IMPase Li cell 23%, HTT cytoprotect -17% and HTT aggregate 7%.
`Cn1c2c(c(=O)n(C)c1=O)NC1(N2)C(=O)Nc2ccccc21` (centres undefined) gave CBFb RUNX1 block 10%, HTT cytoprotect -20%[10 µM] and HTT aggregate -13%[9.22 µM].
Cc1ccc(C)c(N2CCN(C(=O)C3CCCN(S(=O)(=O)c4c(C)noc4C)C3)CC2)c1 (centres undefined) was read as Luc counter 1%, SMN2 splice enh -74%[inhibitor], LMNA splice mod inconclusive, CBFb RUNX1 block 3%, IMPase Li cell 42%[activator][38.3 µM], HTT cytoprotect 10% and HTT aggregate inconclusive.

6 structures out of the list, ordered by heavy-atom count, descending:
Cc1ccc(C)c(N2CCN(C(=O)C3CCCN(S(=O)(=O)c4c(C)noc4C)C3)CC2)c1 (centres undefined) was read as Luc counter 1%, SMN2 splice enh -74%[inhibitor], LMNA splice mod inconclusive, CBFb RUNX1 block 3%, IMPase Li cell 42%[activator][38.3 µM], HTT cytoprotect 10% and HTT aggregate inconclusive.
For Cc1ccc(NC(=O)Cc2nnc(SCC(=O)c3ccc(Br)cc3)n2C)cc1 the results were Luc counter 2%, SMN2 splice enh -25%, LMNA splice mod 4%, CBFb RUNX1 block -1%, IMPase Li cell 19%[38.3 µM], HTT cytoprotect 0% and HTT aggregate 5%[9.22 µM].
For Clc1ccccc1-c1nc(NCc2cccs2)c2ccccc2n1 the results were LMNA splice mod inconclusive, IMPase Li cell 11% and HTT cytoprotect -126%[inhibitor].
Screening O=C(CC12CC3CC(CC(Br)(C3)C1)C2)OCCN1CCCCC1 returned Luc counter 7%, SMN2 splice enh 16%, LMNA splice mod -8%[46 µM], CBFb RUNX1 block 14%, IMPase Li cell 23%, HTT cytoprotect -17% and HTT aggregate 7%.
`CCCCCCCCCCCCCCCCn1cc[n+](C)c1` gave Luc counter 0%, SMN2 splice enh -94%[inhibitor], CBFb RUNX1 block 9%&10%, IMPase Li cell 29%, HTT cytoprotect -41%[10 µM] and HTT aggregate 13µM*!.
`c1ccc2c(N3CCCCC3)nc(N3CCCC3)nc2c1` gave Luc counter 2%, SMN2 splice enh -20%, LMNA splice mod -11%, CBFb RUNX1 block 0%, IMPase Li cell 21%[38.3 µM], HTT cytoprotect 11%[10 µM] and HTT aggregate -27%.
